TRPC6 inh – mouse TRPC6 channel inhibition; Q61143; HEK293-TRPC6, membrane potential dye, ACh-evoked depolarization; hits give low values; actives 1.1% (n = 310,000); B-score at 10 µM;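 active means B-score under library mean minus 3 SD, initial fluorescence not abnormally high, positive integrated signal ratio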;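 further: B-score derived from integrated fluorescence ratio over the kinetic read; more negative B-score means stronger inhibition of depolarization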
ANO1 activ – activates or potentiates the mouse TMEM16A chloride channel; Q8BHY3; HEK293 TMEM16A/YFP-H148Q/I152L, iodide quench fluorescence; hits give low values; B-score at 10 µM; actives 0.3% (n = 340,000);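 active means fluorescence-ratio B-score plate-corrected deviation score at least 3 library SD below zero, with starting fluorescence score within 5 deviations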;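 further: channel opened by trigger with iodide after compound preincubation; score built on the fluorescence ratio of max minus min over baseline; more negative score means more quench and so TMEM16A activation or potentiation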
Target sequence (Q8BHY3 whole entry, looked up): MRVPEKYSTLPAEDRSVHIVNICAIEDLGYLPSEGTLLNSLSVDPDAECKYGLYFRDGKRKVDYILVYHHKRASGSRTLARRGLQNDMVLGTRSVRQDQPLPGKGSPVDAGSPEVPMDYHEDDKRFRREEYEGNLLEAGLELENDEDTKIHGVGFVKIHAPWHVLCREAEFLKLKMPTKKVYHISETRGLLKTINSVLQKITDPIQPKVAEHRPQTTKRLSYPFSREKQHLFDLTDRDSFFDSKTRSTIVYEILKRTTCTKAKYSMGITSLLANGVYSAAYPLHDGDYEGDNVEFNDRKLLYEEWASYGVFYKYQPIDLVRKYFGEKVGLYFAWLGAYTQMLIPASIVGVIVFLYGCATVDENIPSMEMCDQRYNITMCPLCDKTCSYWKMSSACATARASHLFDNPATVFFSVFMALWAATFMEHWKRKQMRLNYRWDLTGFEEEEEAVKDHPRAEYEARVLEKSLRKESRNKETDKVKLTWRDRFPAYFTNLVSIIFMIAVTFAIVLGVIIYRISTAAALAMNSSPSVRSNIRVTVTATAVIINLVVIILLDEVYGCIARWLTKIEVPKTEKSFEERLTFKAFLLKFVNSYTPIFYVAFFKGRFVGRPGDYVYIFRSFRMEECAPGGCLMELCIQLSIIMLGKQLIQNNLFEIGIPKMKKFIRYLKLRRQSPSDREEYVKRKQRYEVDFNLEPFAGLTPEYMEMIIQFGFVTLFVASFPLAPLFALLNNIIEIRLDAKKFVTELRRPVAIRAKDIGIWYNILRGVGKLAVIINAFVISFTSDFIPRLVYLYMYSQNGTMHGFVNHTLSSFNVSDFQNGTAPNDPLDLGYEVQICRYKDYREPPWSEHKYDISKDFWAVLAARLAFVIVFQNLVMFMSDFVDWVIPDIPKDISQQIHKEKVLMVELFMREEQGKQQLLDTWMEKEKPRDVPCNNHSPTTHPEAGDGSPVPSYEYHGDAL
ANO1 block – mouse TMEM16A channel inhibition, primary screen. AID 588511. actives 1.2% (n = 310,000). normalized B-score (activity score, 25-100; higher = stronger inhibition) at 10 µM. Q8BHY3. HEK293 TMEM16A/YFP iodide influx fluorescence, ionomycin;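 active means ratio plate-corrected score three or more library SD toward inhibition, starting fluorescence score within five deviations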;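 further: score derived from kinetic fluorescence span divided by baseline fluorescence per well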
SKKanGAS inh – SKKanGAS growth inhibition | actives 1.3% (n = 300,000) | AID 1662 | S. pyogenes SKKanGAS, kanamycin growth, BacTiter-Glo, 6 h | inhibition, % at 7.5 µM;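 active means mean replicate score, as percent of positive control median, at least 50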;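 further: strain carries kanamycin resistance gene driven by streptokinase promoter and grows in 40 µg/ml kanamycin; loss of luminescence reflects streptokinase promoter inhibition or plain growth inhibition; 0% = median of DMSO wells and 100% = positive control at its reference dose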
TRPC4 PAM – allosteric potentiators of mouse TRPC4 channel; HEK293 TRPC4beta/mu-opioid, DAMGO EC20, Fluo-4 Ca2+ flux; hits give high values; actives 0.42% (n = 310,000); AID 2227; Q9QUQ5; B-score at 10 µM;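 active means B-score of calcium response area above 5 SD of library B-scores, with initial fluorescence ratio within 5 SD of library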;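 further: B-score of integrated fluorescence ratio over time as area under calcium response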
MrgX1 antag – human MrgX1 receptor antagonism, primary screen; MRGX1-HEK293 calcium flux, Fluo-4, BAM8-22 antagonism; hits give low values; B-score at 10 µM; actives 1.3% (n = 310,000); AID 588676;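 active means calcium-response B-score plate-corrected more than 3 library SD below zero, starting fluorescence within 5 deviations, no agonist response on first addition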;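 further: peak minus trough fluorescence over baseline after final BAM8-22 challenge near maximal dose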
TRPC4 inh – blocks the mouse TRPC4 cation channel. HEK293 TRPC4beta/mu-opioid, DAMGO-evoked Fluo4 calcium flux; hits give low values. B-score at 10 µM. actives 0.39% (n = 300,000). AID 2247;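 active means B-score over 3 SD under the library average, no early fluorescence shift, positive overall ratio signal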
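Material: HEK293 cells with stable TRPC4beta plus mu-opioid receptor expression / Probe or stimulus: DAMGO in two steps, submaximal then maximal / Compound: single concentration per test compound / Technique: kinetic Fluo4 fluorescence imaging of calcium influx / Read-out: per-well B score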
MrgX1 PAM – allosterically activates human MrgX1 receptor signaling | MrgX1-HEK293, Fluo-4 calcium flux, FDSS; hits give high values | B-score at 10 µM | actives 0.63% (n = 310,000) | AID 588675;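 active means plate-corrected calcium response at least 3 library SD above typical, normal starting fluorescence, not activating the receptor alone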;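 further: compound read alongside a low EC10 to EC30 dose of BAM8-22 agonist; peak minus trough fluorescence over baseline measured at the second addition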
TRPC6 activator – activates the mouse TRPC6 cation channel; B-score at 10 µM; Q61143; actives 0.13% (n = 310,000); HEK293-TRPC6 membrane potential dye fluorescence; hits give high values;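 active means B-score of the integrated fluorescence ratio above library mean plus 3 SD, and starting fluorescence ratio within library mean plus 5 SD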;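 further: higher score means more depolarization so channel activation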
MrgX1 agonist – activates human MrgX1 receptor signaling; MrgX1-HEK293 cells, Fluo-4 calcium fluorescence, agonist mode; hits give high values; B-score at 10 µM; actives 0.44% (n = 310,000);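 active means calcium response B-score plate-corrected fluorescence ratio at least 3 library SD, with starting fluorescence B-score inside 5 SD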
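Material – MrgX1-expressing HEK293 cells · Input – 15,000 cells seeded per well · Dosing – compound as first of three additions · Times – overnight seeding, then 1 h dark dye loading · Measured by – kinetic Fluo-4 NW fluorescence of intracellular calcium · Read-out – B-scored fluorescence response ratio · Benchmarks – positive and negative control wells on each plate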
TRPC4 act – opens the mouse TRPC4 cation channel; HEK293 TRPC4beta/mu-opioid, Fluo4 calcium fluorescence; hits give high values; B-score at 10 µM; actives 0.49% (n = 310,000); AID 2237;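 active means B-score above 5 SD of library B-scores, and initial fluorescence ratio not above library mean plus 5 SD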;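 further: positive B-score marks a calcium rise read as TRPC4 activation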
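Assay system – TRPC4beta and mu-opioid receptor HEK293 stable cells · Measured by – Fluo4 fluorescence, kinetic · Schedule – dye loading 45 min room temperature, 110 s kinetic read · Read-out – B-scored integrated calcium fluorescence ratio · Controls – buffer and maximal DAMGO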
The depositor's hits bear a star; i = inactive; . = not tested or not shown.

Sequence of screens: TRPC6 inh | ANO1 activ | ANO1 block | SKKanGAS inh | TRPC4 PAM | MrgX1 antag | TRPC4 inh | MrgX1 PAM | TRPC6 activator | MrgX1 agonist | TRPC4 act
O=C(Nc1ccccc1)C1CCN(S(=O)(=O)c2ccc3c(c2)OCCO3)CC1
    i | i | i | 3.2 | i | i | i | i | i | i | i
O=C(CN1CCC(n2nnc3cc(C(F)(F)F)ccc32)CC1)NNC(=O)c1ccco1
    i | i | i | 0.6 | i | i | i | i | i | i | i
CCOc1ccc(NC(=O)CN2CCN(CC(=O)Nc3ccc(C(=O)OC)cc3)CC2)cc1
    i | i | i | -1.2 | i | i | i | i | i | i | i
O=c1oc(Nc2ccc(F)cc2)nc2ccccc12
    i | i | i | 17.2 | i | i | i | i | i | i | i
COc1ccccc1C(=O)Nc1ccc(S(=O)(=O)N2CCCC2)cc1
    i | i | i | -13.3 | i | i | i | i | i | i | i
O=C1CSC(=S)N1Cc1cccnc1
    i | i | i | 8.8 | i | i | i | i | i | i | i
CCCOc1ccc(NC(=O)C2CC(=O)N(C)C(=Nc3cccc(OC)c3)S2)cc1 (configuration not stated)
    i | i | i | 1.7 | i | i | i | i | i | i | i
N[C@@H](CO)c1cn([C@@H](Cc2cc3ccccc3[nH]2)C(=O)N2CCNCC2)nn1
    i | i | i | -3.5 | i | i | i | i | i | i | i
CC1CN(C(=O)C2CCCN2S(=O)(=O)c2ccc(Cl)cc2)CC(C)O1 (configuration not stated)
    i | i | i | -0.5 | i | i | i | i | i | i | i
CCCC(=O)c1ccc(N2CCN(C(=O)c3cccs3)CC2)c(F)c1
    i | . | i | -2.0 | i | i | i | i | i | i | i
CCCCN(CCCC)C(=O)c1cc2ccccc2c(=O)o1
    i | i | i | 0.4 | i | i | i | i | i | i | i
CC(=O)Nc1ccc(NC2=CC(=O)c3ccccc3C2=O)cc1
    i | i | i | 1.8 | i | i | i | i | i | i | i
CN(C)S(=O)(=O)c1cccc(NC(=O)C2Cc3ccccc3CN2C(=O)c2ccco2)c1 (configuration not stated)
    i | i | i | -1.7 | i | i | i | i | i | i | i
CCCc1noc2c1C(c1ccoc1)C(C#N)=C(N)N2 (configuration not stated)
    i | i | i | -4.0 | i | i | i | i | i | i | i
CCC(C)c1ccc(O)c(NC(=O)c2cccnc2)c1 (configuration not stated)
    i | i | i | 0.9 | i | i | i | i | i | i | i
O=C(O)C(C(=O)/C=C/c1ccco1)=C1SCCS1
    i | i | i | 1.1 | i | i | i | i | i | i | i
CCN(CC)c1nc2c(s1)C(=O)NCCC2
    i | i | i | 3.1 | i | i | i | i | i | i | i
Cc1nc(SCC(=O)NCc2ccc3c(c2)OCO3)c(C#N)c2c1CCCC2
    i | . | i | 6.1 | i | i | i | i | i | i | i
COc1ccccc1OCC(=O)N(Cc1nnc(-c2ccccc2Cl)o1)C1CC1
    i | i | i | 5.5 | i | i | i | i | i | i | i
CCN1CCN(C(=O)CN(C)S(=O)(=O)c2ccc(Cl)cc2)CC1
    i | i | i | 3.1 | i | i | i | i | i | i | i
COc1ccc(CNC(=O)/C=C/C(=O)O)cc1
    i | i | i | -1.8 | i | i | i | i | i | i | i
CC(=O)c1cccc(NC(=O)COc2ccccc2)c1
    i | i | i | 2.7 | i | i | i | i | i | i | i
Cc1cc2cccc(C)c2nc1SCC(=O)N(C)c1nc(-c2ccccc2)cs1
    i | i | i | -2.2 | i | i | i | i | i | i | i
CC(NC(=O)c1ccc(Br)s1)C1CCCO1 (configuration not stated)
    i | i | i | 6.3 | i | i | i | i | i | i | i
CN1CCN(c2ccccc2NC(=O)c2ccc(Br)o2)CC1
    -9.64* | i | i | 0.7 | i | i | i | i | i | i | i
COc1ccc(C(=O)Nc2ccc(N3CCCC3)cc2)cc1OC
    i | i | i | 20.7 | i | i | i | i | i | i | i
CCc1nnc(NS(=O)(=O)c2ccc(NC(=S)NC(=O)c3cccs3)cc2)s1
    i | i | i | 9.5 | i | i | i | i | i | i | i
COc1ccc(C2(c3ccc(OC)cc3)NC(=O)N(CC(=O)NCC(F)(F)F)C2=O)cc1
    i | i | i | 3.9 | i | i | i | i | i | i | i
CCCC(=O)NC(=S)Nc1ccc(NC(=O)c2cccs2)cc1
    i | i | i | 15.2 | i | i | i | i | i | i | i
COc1ccc(-n2c(SCC(=O)NCCCN3CCCC3=O)nnc2C(C)N2CCCCC2)cc1 (configuration not stated)
    i | i | i | -8.7 | i | i | i | i | i | i | i

Other structures
Sequence of screens: TRPC6 inh | ANO1 activ | ANO1 block | SKKanGAS inh | TRPC4 PAM | MrgX1 antag | TRPC4 inh | MrgX1 PAM | TRPC6 activator | MrgX1 agonist | TRPC4 act
Cc1ccc(C(C)n2cc(C(=O)NCc3ccncc3)nn2)cc1 (configuration not stated)
    i | i | i | -4.2 | i | i | i | i | i | i | i
Cc1cc(C)nc(/N=C(\N)Nc2ccc(C)c([N+](=O)[O-])c2)n1
    -5.39* | i | i | -4.0 | i | i | i | i | i | i | i
COc1ccc(-n2c(SCC(=O)Nc3ccc(C(N)=O)cc3)nc3ccccc3c2=O)cc1OC
    i | i | i | 7.6 | i | i | i | i | i | i | i
COc1ccc(C(=O)N2CCN(c3ccccn3)CC2)cc1[N+](=O)[O-]
    i | i | i | 11.8 | i | i | i | i | i | i | i
O=[N+]([O-])c1ccccc1/C=N/N1CCN(c2ccncc2S(=O)(=O)N2CCCCC2)CC1
    i | i | i | 19.0 | i | i | i | i | i | i | i
O=C(OC(C(=O)NC1CCCC1)c1ccccc1F)c1ccco1 (configuration not stated)
    i | i | i | -6.1 | i | i | i | i | i | i | i
CCOc1ccc2[nH]c(=O)c(CN(Cc3ccco3)C(CC)c3nnnn3Cc3ccccc3)cc2c1 (configuration not stated)
    i | i | i | 9.1 | i | i | i | i | i | i | i
CCCCNC(=O)Cc1coc2ccc3ccccc3c12
    i | i | i | 0.0 | i | i | i | i | i | i | i
Cc1ccc(/C=C2\SC(=S)N(c3cccnc3)C2=O)cc1
    i | i | i | 6.6 | i | i | i | i | i | i | i
CCCCN1CNC(=S)N(CCc2ccc(OCC)c(OCC)c2)C1
    i | i | i | -2.9 | i | i | i | i | i | i | i
Cn1cccc1C(=O)OCC(=O)Nc1ccc2c(c1)OCO2
    i | i | i | -1.5 | i | i | i | i | i | i | i
CC(NC(=O)C12CC3CC(C)(CC(C)(C3)C1)C2)c1ccncc1 (configuration not stated)
    i | i | i | 4.6 | i | i | i | i | i | i | i
Cc1cccc(C)c1NC(=O)C1CCCN1C(=O)OC(C)(C)C (configuration not stated)
    i | i | i | -5.2 | i | i | i | i | i | i | i
COc1cc(/C=C(/C#N)C(=O)Nc2ccc(C)cc2)ccc1Oc1nc(Cl)ncc1F
    i | i | i | -6.9 | i | i | i | i | i | i | i
COc1ccc(OCc2cnc(Cl)s2)cc1
    i | i | i | 4.4 | i | i | i | i | i | i | i
CC(=O)Nc1ccc(NC(=O)CS(=O)(=O)c2cn(CC(=O)N3CCCC3)c3ccccc23)cc1
    i | i | i | 0.4 | i | i | i | i | i | i | i
Cc1ccccc1NC(=O)CCC(=O)OCC(=O)c1cccc([N+](=O)[O-])c1
    i | i | i | -11.3 | i | i | i | i | i | i | i
CC(C)(C)Cc1nnc(NC(=O)CCC2CCCCC2)s1
    i | i | i | -3.0 | i | i | i | i | i | i | i
CON(c1nc(Cl)nc(N(C)C)n1)S(=O)(=O)c1ccccc1Cl
    i | i | i | 10.0 | i | i | i | i | i | i | i
O=C(NNC(=O)NC1CCCCC1)NC1CCCCC1
    i | i | i | 1.2 | i | i | i | i | i | i | i
COCCN(C(=O)CSCC(=O)Nc1cccc(C)c1)c1c(N)n(Cc2ccccc2)c(=O)[nH]c1=O
    i | i | i | -7.4 | i | i | i | i | i | i | i
Cc1nn(-c2ccccc2)c(C)c1/C=C/C(=O)OC(C)C(N)=O (configuration not stated)
    i | i | i | 1.3 | i | i | i | i | i | i | i
CC[n+]1ccc2cc(OC)c(OC)cc2c1Cc1ccc(OC)c(OC)c1
    -6.44* | i | i | -0.5 | i | i | i | i | i | i | i
Cc1ccc(N(C)S(=O)(=O)c2ccc(-c3ccc(=O)[nH]n3)s2)cc1C
    i | i | i | -5.9 | i | i | i | i | i | i | i
c1coc(-c2nnc3sc(C4CCCCC4)nn23)c1
    i | i | i | -1.8 | i | i | i | i | i | i | i
CCN(CC)S(=O)(=O)c1cccc2cc(C(=O)O)c(O)cc12
    i | i | i | -6.6 | i | i | i | i | i | i | i
Cc1ccn2c(-c3csc(NCc4ccccc4)n3)c(C)nc2c1
    i | i | 100* | -14.5 | i | i | i | i | i | i | i
CCC(=O)Nc1ccc(-c2nc(-c3ccccc3)n(CC(=O)N3CCCCC3)n2)cc1
    i | i | i | 1.4 | i | i | . | i | i | i | i
O=C(NCc1ccccn1)Nc1cccc(F)c1
    i | i | i | 25.2 | i | i | i | i | i | i | i
Cc1csc(NC(=O)c2cc(=O)[nH]c3ccc(S(=O)(=O)N4CCOCC4)cc23)n1
    i | i | i | 3.4 | i | i | i | i | i | 54.8* | i

The results go on.
Sequence of screens: TRPC6 inh | ANO1 activ | ANO1 block | SKKanGAS inh | TRPC4 PAM | MrgX1 antag | TRPC4 inh | MrgX1 PAM | TRPC6 activator | MrgX1 agonist | TRPC4 act
CNC(=S)N(CCc1c(C)[nH]c2ccccc12)Cc1cccnc1
    i | i | i | -12.0 | i | i | i | i | i | i | i
Nn1c(COc2cccc(Br)c2)nnc1SCC(=O)N1CCc2ccccc2C1
    i | i | i | 7.3 | i | i | i | i | i | i | i
O=C(COc1ccc2c3c(c(=O)oc2c1)CCC3)N1CCCCC1
    i | i | i | 3.8 | i | i | i | i | i | i | i
O=C(COc1ccc(S(=O)(=O)N2CCCCC2)cc1)Nc1ccccc1F
    i | i | i | -1.0 | i | i | i | i | i | i | i
Cc1ccc(C)c(N2CCN(C(=S)Nc3ccc4nc(N5CCN(C)CC5)cc(C)c4c3)CC2)c1
    i | i | i | -3.3 | i | i | i | i | i | i | i

Screening data deposited in PubChem BioAssay by several laboratories.
